Source: PubChem BioAssay
PvdQ acylase: P. aeruginosa PvdQ acylase inhibitors, primary screen, biochemical, fluorescence, plate reader and imaging, single point. inhibition, % at 10 µM. purified PvdQ acylase. PvdQ acylase [Pseudomonas aeruginosa LESB58]. hit rate 0.063% among 340,000; in the data active means inhibition above about 30%, passing the limit was not always enough; inconclusive means no clear call, values can overlap the other calls;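 further: 0% = vehicle neutral wells and 100% = reference inhibitor wells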
phage Ecoli inh: growth loss of phage-infected E. coli, primary screen, RecBCD inhibitor project, absorbance, with phage, HTS | inhibition, % at 11.9 µM | hit rate 0.26% among 360,000 | AID 651602, 2012; in the data active means inhibition above about 11%
DAGLB inh: DAGLB lipase inhibitors, primary screen, biochemical, fluorescence, HTS; Diacylglycerol lipase-beta (Homo sapiens), Q8NCG7; HEK293T DAGLB membrane lysate, EnzChek fluorogenic substrate; inhibition, % at 5.17 µM; hit rate 0.059% among 340,000; AID 504411, 2011; in the data active means inhibition above about 34%;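 further: 0% = enzyme with vehicle and 100% = wells lacking enzyme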
Target sequence (Q8NCG7 whole entry, looked up): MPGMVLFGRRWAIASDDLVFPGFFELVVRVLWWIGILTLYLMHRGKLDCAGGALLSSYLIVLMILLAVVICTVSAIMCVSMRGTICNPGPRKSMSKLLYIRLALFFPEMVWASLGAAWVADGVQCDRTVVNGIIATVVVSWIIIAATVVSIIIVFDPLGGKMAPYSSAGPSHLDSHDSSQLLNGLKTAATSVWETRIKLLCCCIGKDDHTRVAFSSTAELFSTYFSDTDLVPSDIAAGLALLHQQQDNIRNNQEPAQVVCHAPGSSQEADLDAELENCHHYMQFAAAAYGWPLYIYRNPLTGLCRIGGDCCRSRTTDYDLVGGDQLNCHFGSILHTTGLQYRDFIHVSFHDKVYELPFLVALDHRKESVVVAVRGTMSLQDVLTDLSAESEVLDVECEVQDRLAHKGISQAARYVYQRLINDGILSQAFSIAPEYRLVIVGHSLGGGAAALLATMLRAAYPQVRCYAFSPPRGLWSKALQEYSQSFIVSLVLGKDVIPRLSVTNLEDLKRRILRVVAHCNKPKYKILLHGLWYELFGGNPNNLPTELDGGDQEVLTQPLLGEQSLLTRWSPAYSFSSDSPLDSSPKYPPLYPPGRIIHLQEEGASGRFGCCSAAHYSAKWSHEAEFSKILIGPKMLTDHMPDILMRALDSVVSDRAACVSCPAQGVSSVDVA
PfHsp90 yeast 2: growth inhibition of PfHsp90-expressing yeast, primary screen, antimalarial PfHsp90 inhibitor project, S. cerevisiae, BacTiter-Glo luminescence, single point, set 2 | hit rate 0.32% among 310,000 | inhibition, % at 9.4 µM | BacTiter-Glo ATP, 48 h; yeast lacking PDR1 and PDR3 efflux regulators;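 active means every replicate shows inhibition above about 80%, whatever the replicate mean, limit read from the data; inconclusive means mean inhibition reaches the set limit but some replicate falls short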;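 further: 0% = DMSO neutral controls and 100% = 20 µM radicicol positive controls; yeast relying on Plasmodium falciparum Hsp90 in place of its own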
Tat transport: E. coli Tat export inhibitors, primary screen, MC4100, TorA-mCherry reporter, fluorescence, single point; inhibition, % at 10 µM; hit rate 0.036% among 340,000; AID 488895, 2010;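 active means mean replicate inhibition at least 50% and at least half of replicates individually reaching 50%; inconclusive means only one of the two criteria met; inactive means neither criterion met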;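 further: exported cargo escapes ClpAP degradation while cytoplasmic cargo is degraded and loses fluorescence; 0% = median of neutral control wells and 100% = median of NaSCN control wells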
AddAB inh: growth inhibition of E. coli expressing H. pylori AddAB, primary screen, AddAB inhibitor project, absorbance; inhibition, % at 11.9 µM; hit rate 0.29% among 330,000; AID 435030, 2010; in the data active means inhibition above about 12%;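 further: 0% = vehicle wells of infected cells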
CAL PDZ inh: CAL PDZ peptide-binding inhibitors, primary screen, biochemical, fluorescence polarization, Cer-tagged CAL PDZ, HTS; purified CAL PDZ, TMR-peptide fluorescence polarization, 1 h; inhibition, % at 20 µM; hit rate 0.02% among 330,000;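 active means highest replicate inhibition of at least 40%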;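 further: plate controls were DMSO neutral control wells for no effect and unlabeled competitor peptide control wells for full effect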
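Material: tagged CAL PDZ protein CerCALP, purified; buffer or medium: sodium phosphate/NaCl buffer pH 7.4 with TCEP, IgG, Thesit; also added: fluorescent TMR peptide probe; schedule: 1 h incubation at room temperature before polarization reading; technique: fluorescence polarization from S- and P-plane intensities, G-factor corrected; control set: unlabelled peptide and DMSO controls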
Rtt109 HAT inh: inhibitors of C. albicans Rtt109/Vps75 HAT, primary screen, biochemical, ThioGlo CoA-SH fluorescence, plate reader | hit rate 0.16% among 330,000 | purified Rtt109/Vps75, 4 h | AID 540336, 2011 | inhibition, % at 34.9 µM;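 active means inhibition of at least 50% in every replicate; inconclusive means best replicate reaches 50% inhibition but some replicates fall short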
Target sequence (Q5AAJ8 whole entry, looked up): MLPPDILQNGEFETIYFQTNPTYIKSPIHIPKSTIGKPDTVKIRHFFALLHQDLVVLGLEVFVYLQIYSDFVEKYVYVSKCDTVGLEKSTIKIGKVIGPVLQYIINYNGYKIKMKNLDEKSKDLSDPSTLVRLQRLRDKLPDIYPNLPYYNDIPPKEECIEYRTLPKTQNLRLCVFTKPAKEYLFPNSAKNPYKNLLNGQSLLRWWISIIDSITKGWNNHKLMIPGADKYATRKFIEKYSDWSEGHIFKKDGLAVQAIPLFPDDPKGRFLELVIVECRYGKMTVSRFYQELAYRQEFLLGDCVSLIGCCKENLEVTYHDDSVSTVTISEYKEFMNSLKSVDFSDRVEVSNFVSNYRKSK
Wnt act: Wnt/beta-catenin pathway activators, primary screen, cell-based, plate reader, single point. Wnt/beta-catenin reporter cell assay, activator. AID 743398, 2014. activation, % at 9.35 µM. hit rate 1.2% among 300,000; in the data active means activation above about 30%, passing the limit was not always enough; inconclusive means no clear call, values can overlap the other calls;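 further: 0% = neutral control wells and 100% = positive control wells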
E coli growth: E. coli V3065 growth inhibition, primary screen, counter-screen for AddAB inhibitor project, absorbance, OD600; 18 h; inhibition, % at 11.9 µM; hit rate 0.27% among 330,000;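 active means inhibition above the campaign's mean inhibition across all tested compounds plus 3 SD, cut at about 9.9% in these data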;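 further: uninfected addAB+ strain grown without phage in ampicillin broth; 0% = DMSO wells and 100% = ciprofloxacin 0.95 µg/ml wells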
The depositor's hits bear a star; u = inconclusive; x = no result given; & = joins results of further samples.

SMILES	PvdQ acylase	phage Ecoli inh	DAGLB inh	PfHsp90 yeast 2	Tat transport	AddAB inh	CAL PDZ inh	Rtt109 HAT inh	Wnt act	E coli growth
CC(C)C(=O)N(Cc1cc(=O)[nH]c2ccccc12)c1ccccc1	6	1.1	2	-7	3	3.4	-0.9	1	x	-0.2
CCOC(=O)Cc1csc(NC(=O)c2ccco2)n1	-12	0.3	0	2	-3	1.4	-2.1	-15	x	-0.7
CCCCC(=O)Nc1nnc(SCC(=O)N2CCN(c3ccccc3OC)CC2)s1	0	4.4	1	-9	5	4.0	-1.0	0	u	-0.6
O=C(c1ccccc1)N1N=C(c2ccccc2)CC1c1ccccc1O (stereo not drawn)	-1	4.1	3	-28	5	3.5	x	-2	-1	0.8
CC(C)NS(=O)(=O)c1ccc(OCC(=O)NC2CCCCCC2)cc1	-12	2.3	-1	5	-1	3.2	0.7	-2	0	3.6
COc1ccc(N(CC(=O)O)S(=O)(=O)c2ccccc2[N+](=O)[O-])c(OC)c1	-9	3.0	0	-50	4	3.9	0.1	-4	-1	0.3
CCn1c(SCC(=O)Nc2nnc(C)s2)nnc1C(C)NC(=O)c1ccccc1F (stereo not drawn)	-8	0.6	0	20	0	3.1	-1.3	-1	-1	-2.0
COC(=O)Cn1c(=O)c(=O)n(CC(=O)OC)c2ccccc21	-5	-0.5	-1	26	3	1.5	-0.7	2	0	0.3
CCc1ccc(N2CC(C(=O)Nc3ccc(C)c(S(=O)(=O)N4CCOCC4)c3)CC2=O)cc1 (stereo not drawn)	-14	-2.2	2	x	-5	3.1	-1.9	-15	-6	0.7
Clc1ccc(CNC2CCCC2)cc1	-6	1.5	-1	14	-6	-0.4	0.2	-3	x	0.6
COc1cc(/C=C2/C(=N)N3C=CSC3=NC2=O)ccc1OCCCOc1ccccc1C	1	3.1	-8	-3	-5	1.6	-1.6	0	-2	0.2
NS(=O)(=O)c1ccc(NC(=O)CSc2n[nH]c(=O)n2C2CC2)cc1	-5	2.9	2	8	-8	-0.1	-1.5	0	-1	-1.6
CC(C)NC(=O)C(=O)NCCCN1CCOCC1	-1	2.0	-2	-1	-6	1.2	0.3	0	2	-0.4
O=C(NCc1ccc(F)cc1)c1cc(S(=O)(=O)N2CCCCC2)ccc1N1CCOCC1	-10	-0.5	1	-12	-2	0.6	-0.3	1	-5	-1.3
CCOC(=O)c1ccc(S(=O)(=O)N2CCN(C(=O)c3cc(=O)c4ccccc4o3)CC2)cc1	2	3.3	0	-2	-4	0.8	-0.8	5	-1	2.1
O=C(O)CCCC(=O)OCCc1cc2ccccc2c(=O)o1	-15	2.6	1	-4	-1	4.8	-0.9	-6	-1	-1.1
CC(C)Cc1ccccc1S(N)(=O)=O	-3	4.2	3	-11	7	2.6	0.1	-3	-2	-1.2
Cn1c(NC(=O)c2ccco2)c(-c2ccccc2)c(=O)c2ccccc21	-13	3.2	-1	x	1	1.3	-1.2	2	x	-2.3
CCOC(=O)c1c(N)nn(C(=O)C(C)C)c1-c1ccccc1	-16	1.1	-8	14	2	-0.5	-0.2	3	x	0.5
CCOC(=O)c1ccc(N2C(=O)CC(N3CC(C)OC(C)C3)C2=O)cc1 (stereo not drawn)	3	2.5	-8	11	-6	1.9	1.3	2	x	-1.6
CCn1c(SC(C)C(=O)NC2CCCC2)nc2cc(S(N)(=O)=O)ccc21 (stereo not drawn)	-1	2.4	1	-2	3	0.4	-1.2	1	48*	0.7
CC(OC(=O)CCc1nc2ccccc2c(=O)[nH]1)C(=O)Nc1ncc(Cl)cc1Cl (stereo not drawn)	-13	4.1	x	0	-13	2.1	-0.2	-7	-2	-0.1
Cc1ccc(S(=O)(=O)N2CCN(C(=O)CSc3nc4ccccc4o3)C2)cc1	-13	1.3	-5	-42	5	0.4	-1.4	10	x	0.2
O=C(/C=C/c1ccccc1)Nc1cccc(S(=O)(=O)Nc2ccccc2F)c1	2	3.0	0	-5	13	2.8	-1.0	-4	3	0.7
CCOc1ccc(NC(=O)C2CCCN(C(=O)Nc3ccccc3)C2)cc1 (stereo not drawn)	-1	3.0	-3	x	0	1.2	-1.5	-9	x	0.2
COc1ccc(C(NC(=O)c2c(F)c(F)c(F)c(F)c2F)c2ccccc2)cc1 (stereo not drawn)	-9	4.9	-14	33	8	3.1	-0.3	8	9	0.9
COc1ccc(C(=O)NCC(=O)N=Nc2c(O)n(C)c3ccccc23)cc1OC	5	-5.3	0	-4	2	0.8	-0.4	-5	-6	-1.7
CC(C(=O)N1CCOCC1)N1c2cccc3cccc(c23)S1(=O)=O (stereo not drawn)	-8	-0.7	3	-41	-3	2.1	-0.6	-4	x	0.3
Cc1ccc(S(=O)(=O)NC(=O)Nc2cc(C)on2)cc1	10	1.6	0	-19	-15	2.3	-1.6	4	0	1.2
CN1CCN(CC(=O)Nc2nnc(-c3cccs3)s2)CC1	8	4.9	-3	1	1	0.0	0.2	-2	2	-0.2
Cc1c(C(=O)Nc2ccccc2[N+](=O)[O-])csc1-c1ccccc1	-9	1.0	-26	-4	-4	3.7	-0.4	-4	-1	0.2
O=C(Nc1ccccc1C(=O)N1CCN(c2ccccc2)CC1)c1ccco1	-10	3.8	2	35	-10	4.6	-0.5	1	x	2.2
COc1cccc2sc(Nc3nc(-c4cc5ccccc5oc4=O)cs3)nc12	-8	1.2	0	-1	-13	-0.3	-0.1	-2	-9	-1.3
Cc1cc(C)n(-c2ccc(NC(=O)C3CCCCN3C(=O)c3occc3C)cc2)n1 (stereo not drawn)	-8	2.6	1	0	-6	1.3	-4.7	3	0	-1.4
COc1ccccc1-c1nnc(SCCN2CCOCC2)n1-c1ccc(C)cc1	-8	0.4	3	x	0	-0.2	x	0	x	-2.2
COC(=O)c1c(NC(=O)c2nn(C)cc2Cl)sc2c1CCCC2	2	2.6	2	x	4	-1.6	-0.8	-5	x	-2.9
O=C(Nc1nncs1)c1cccc(S(=O)(=O)N2CCCCC2)c1	-25	3.6	-1	15	0	1.5	-1.4	-10	-2	0.2
CC(C#N)(Nc1ccc(Cl)cc1)c1cccnc1 (stereo not drawn)	-2	2.6	-4	-18	-6	2.3	0.3	-4	0	-0.3
CC(Oc1ccc2c3c(c(=O)oc2c1)CCCC3)C(=O)NCc1ccncc1 (stereo not drawn)	-11	2.4	-2	1	-5	3.4	-2.5	-19	-1	0.5
CCOc1ccc(-n2c(C)cc(/C=N/Nc3nc(C)cc(=O)[nH]3)c2C)cc1	-9	-1.9	4	-12	-2	0.4	0.9	10	-9	1.8
O=C(CSc1nnc(-c2cccnc2)n1Cc1ccco1)c1ccc(Cl)c(Cl)c1	-6	0.3	4	-8	2	3.0	-1.6	-2	x	-0.2
CCOC(=O)c1cn[nH]c1NC(=S)Nc1ccccc1	-64	3.0	-2	0	8	1.8	-2.2	-1	48*	0.1
CCN(CC)CCN1C(=O)Cn2c(C)c(C)c3cccc1c32	-3&8	4.0&4.0	-1&-5	11&-13	-2&0	1.2&2.5	-0.8&-1.6	2	-1&-3	2.9&-3.0
Cc1nn(-c2ccccc2)nc1CNC(=O)C1CC1	-13	1.0	-1	4	-4	1.6	0.0	-11	-1	3.4
COc1ccc(-c2cc3ccccc3n2CC(O)CN2CCOCC2)cc1 (stereo not drawn)	-17	3.3	-2	11	-8	0.8	-0.6	3	x	0.2
CN1CCc2c(c3c(n2C)CCN(C)[C@@H]3c2cccnc2)[C@H]1c1cccnc1	-4	3.0	0	-6	7	1.8&1.1	-0.7	4	-1	-0.7&-0.3
Cc1cccc(C(=O)NNC(=O)c2ccccc2Br)c1	-10	3.9	0	-10	-9	0.8	x	-8	-7	-1.1
CC1(C)CC(=O)c2cc(C(=O)O)c(=O)n(-c3ccccc3)c2C1	-3	-0.4	0	x	1	2.5	-1.4	5	x	-0.9
COC(=O)CNC(=O)CN(c1ccc(OC)cc1OC)S(=O)(=O)c1ccccc1	-7	3.7	0	12	2	1.7	-0.6	-4	2	-1.4
Cc1cc(C)n(-c2ccc(F)cc2CN2CCN(C3CCCC3)C(CCO)C2)n1 (stereo not drawn)	-5	1.5	1	-21	0	1.0	-5.5	-1	1	1.8

(list continues)
SMILES	PvdQ acylase	phage Ecoli inh	DAGLB inh	PfHsp90 yeast 2	Tat transport	AddAB inh	CAL PDZ inh	Rtt109 HAT inh	Wnt act	E coli growth
CC(c1ccccc1)c1nnc(NC(=O)Nc2ccccc2)s1 (stereo not drawn)	12	4.2	0	-1	-7	2.2	-0.8	8	0	0.2
Cc1nc2cc(N3CCCCC3)c(NC(=O)c3cccnc3)cc2c(=O)n1Cc1ccccc1	-5	2.1	3	16	-2	-0.5	-2.5	-5	-2	-0.3
Cc1sc2ncnc(N3CCN(S(=O)(=O)c4ccc(Br)cc4)CC3)c2c1C	-13	2.9	0	-31	3	-10	-2.8	9	-4	-1.0
COc1cc2nc(CCc3ccccc3)oc(=O)c2cc1OC	-13	2.2	0	-10	2	-1.6	-0.8	-8	-4	-2.0
Cc1onc(-c2c(Cl)cccc2Cl)c1C(=O)NC1CCCCC1	-2	1.2	-2	4	4	2.9	0.3	-9	-2	-0.8

In a second layout: results already given
Values run as follows: PvdQ acylase, phage Ecoli inh, DAGLB inh, PfHsp90 yeast 2, Tat transport, AddAB inh, CAL PDZ inh, Rtt109 HAT inh, Wnt act, E coli growth
- COc1cc(/C=C2/C(=N)N3C=CSC3=NC2=O)ccc1OCCCOc1ccccc1C
  1, 3.1, -8, -3, -5, 1.6, -1.6, 0, -2, 0.2
- NS(=O)(=O)c1ccc(NC(=O)CSc2n[nH]c(=O)n2C2CC2)cc1
  -5, 2.9, 2, 8, -8, -0.1, -1.5, 0, -1, -1.6
- CC(C)NC(=O)C(=O)NCCCN1CCOCC1
  -1, 2.0, -2, -1, -6, 1.2, 0.3, 0, 2, -0.4
- O=C(NCc1ccc(F)cc1)c1cc(S(=O)(=O)N2CCCCC2)ccc1N1CCOCC1
  -10, -0.5, 1, -12, -2, 0.6, -0.3, 1, -5, -1.3

Record cards, as listed above. Order of screens: PvdQ acylase	phage Ecoli inh	DAGLB inh	PfHsp90 yeast 2	Tat transport	AddAB inh	CAL PDZ inh	Rtt109 HAT inh	Wnt act	E coli growth
Cc1nc2cc(N3CCCCC3)c(NC(=O)c3cccnc3)cc2c(=O)n1Cc1ccccc1 is listed as -5	2.1	3	16	-2	-0.5	-2.5	-5	-2	-0.3
COc1cc2nc(CCc3ccccc3)oc(=O)c2cc1OC is listed as -13	2.2	0	-10	2	-1.6	-0.8	-8	-4	-2.0
